Abeta yeast res – A-beta toxicity reversal in yeast | AID 1347071 | Potency, µM (series often up to 46.1 µM), inactives show at the top dose growth rescue, most hits filed as activators | 0.063% of 410,000 active | yeast expressing A-beta42, growth rescue, OD600, 48 h; response scale: 0% DMSO, 100% iron-clioquinol control; note: potency is the fitted concentration of half-maximal effect; nearly all actives have a fitted effect of over 55% in size
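Yeast growth medium received pinned compounds, then yeast cells expressing toxic A-beta were added; plates incubated at 30 C for 48 hr. Growth read as absorbance at 600 nm, normalized to DMSO and equimolar FeCl3 plus clioquinol controls.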
PTHR1 ag – agonists of human PTHR1 parathyroid hormone receptor; Q03431; HEK293 GP2 PTHR1 cells, GloSensor cAMP luminescence, 1 h; Potency, µM (doses to about 115 µM), without a hit: at the highest dose activation, usual class: activators; 0.075% of 410,000 active; AID 743266; note: potency is the fitted concentration of half-maximal effect; nearly all actives have a fitted effect of over 55% in size; some results filed as inactive show a strong effect at the top dose; inactives centre near -15; many of its hits are not listed in these tables
Target sequence (Q03431 whole entry, looked up): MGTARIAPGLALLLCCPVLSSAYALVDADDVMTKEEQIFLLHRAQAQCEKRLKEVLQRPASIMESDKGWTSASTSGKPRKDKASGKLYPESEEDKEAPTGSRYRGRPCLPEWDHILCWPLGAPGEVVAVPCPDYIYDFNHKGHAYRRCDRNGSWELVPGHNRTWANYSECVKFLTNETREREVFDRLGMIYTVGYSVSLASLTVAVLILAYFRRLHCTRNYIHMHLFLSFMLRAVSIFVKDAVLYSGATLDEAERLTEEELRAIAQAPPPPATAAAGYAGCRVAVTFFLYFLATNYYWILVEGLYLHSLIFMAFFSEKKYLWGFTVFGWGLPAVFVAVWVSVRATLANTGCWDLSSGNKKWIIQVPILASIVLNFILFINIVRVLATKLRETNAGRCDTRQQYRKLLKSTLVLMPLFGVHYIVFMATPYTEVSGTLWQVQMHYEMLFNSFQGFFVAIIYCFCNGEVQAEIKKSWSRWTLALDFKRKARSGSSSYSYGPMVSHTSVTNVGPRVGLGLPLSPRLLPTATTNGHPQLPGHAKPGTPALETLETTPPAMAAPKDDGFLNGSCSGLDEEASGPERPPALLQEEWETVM
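HEK-293-derived GP2 cells expressing PTHR1 and a GloSensor cAMP reporter, 3,000/well, plated overnight, given luciferin plus IBMX (each 0.5 mM as added) for 1 h at 37 °C, then compound for 1 h at 37 °C. Luminescence was read after 15 min at room temperature.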
GLP1R inv ag – acts as inverse agonist at human GLP-1 receptor. P43220. HEK293 GLP-1R CRE-luciferase, luminescence, 24 h; GLP-1R form is constitutively active. Potency, µM (titrated, usually from 38.3 µM), for the others: at the highest dose activity change, negative = inhibition, hits mostly inhibitors. 1.6% of 410,000 active; note: potency is the fitted concentration of half-maximal effect; % is set by controls: 0 for no effect and ±100 for the full control effect; nearly all actives have a fitted effect of over 55% in size
Target sequence (P43220 whole entry, looked up): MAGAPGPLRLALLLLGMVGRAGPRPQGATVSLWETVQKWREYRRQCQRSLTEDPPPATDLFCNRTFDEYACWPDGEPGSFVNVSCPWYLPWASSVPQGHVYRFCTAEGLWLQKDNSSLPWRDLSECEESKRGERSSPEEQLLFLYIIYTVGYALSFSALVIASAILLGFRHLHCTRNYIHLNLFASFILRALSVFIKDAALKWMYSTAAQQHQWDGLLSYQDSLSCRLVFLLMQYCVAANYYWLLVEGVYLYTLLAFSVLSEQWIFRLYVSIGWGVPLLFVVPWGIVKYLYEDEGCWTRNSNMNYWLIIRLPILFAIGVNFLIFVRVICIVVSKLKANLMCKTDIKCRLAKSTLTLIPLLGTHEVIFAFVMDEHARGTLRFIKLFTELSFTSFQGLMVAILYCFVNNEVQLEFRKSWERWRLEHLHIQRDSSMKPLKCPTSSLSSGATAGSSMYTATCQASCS
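Inverse agonism was detected as reduced cAMP-driven luciferase luminescence after 24 h compound treatment. The cells were HEK293 clones expressing constitutively active human GLP-1R with the reporter. Reporter-only and GPR119 cell lines served as counterscreen controls.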
FUS yeast rescue – rescues growth of FUS-expressing yeast; Potency, µM (titrated, usually from 76.6 µM), without a hit: top-dose growth rescue (activation), most hits filed as activators; 0.24% of 390,000 active; S. cerevisiae FUS-expressing, growth rescue, OD600, 24 h;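 note: potency is the fitted concentration of half-maximal effect; plate controls were DMSO vehicle for no effect and reference control for full effect; nearly all actives have a fitted effect of over 55% in size; some results filed as inactive show a strong effect at the top dose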
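Compound concentration series was pinned onto galactose-induced FUS-expressing yeast seeded at OD 0.005. Plates sat 24hr at 30C; absorbance at 600 nm gave growth. DMSO served as background control.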
HEK293 tox – cytotoxicity in counter-screen for GLP-1R inverse agonists. HEK293 cAMP-luciferase reporter cells, luminescence, 24 h. Potency, µM (titrated, usually from 38.3 µM), for the others: at the top dose activity change, negative = inhibition, hits mostly inhibitors. 0.13% of 410,000 active;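 note: loss of luciferase light is scored as toxicity; potency is the fitted concentration of half-maximal effect; % is set by controls: 0 for no effect and ±100 for the full control effect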
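Seeding density was 200 cells/uL; after overnight-length (12 h) culture, 23 nL compounds went on for 24 h at 37 °C. Readout used a luciferase detection reagent, luminescence taken after 12 min at room temperature.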
Akt phos inh – Akt phosphorylation inhibition; 0.32% of 360,000 active; Neuro2A IGF-stimulated pAkt S473 HTRF, 20 min; stronger effect = lower value; activity change, % for hits at 50 µM; in the data active = activity change below about -80%; inconclusive = mostly about -51% to -80%; note: % is set by controls: 0 for no effect and ±100 for the full control effect
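Single-point screen (50 µM final compound) in Neuro2A cells stimulated 20 min with 6 nM IGF at 37 deg C. After lysis, Ser473-phosphorylated Akt read by HTRF (ex 330 nm, em 615/665 nm) as the 665/615 ratio.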
Mm-Cpn inhibitor – M. maripaludis TRiC chaperonin inhibition. Potency, µM (titrated, usually from 76.9 µM), inactives show top-dose activity, negative = inhibition, hits mostly inhibitors. AID 504842. purified Mm-Cpn ATPase, ADP Transcreener TR-FRET. 0.031% of 330,000 active; note: potency is the fitted concentration of half-maximal effect; % is set by controls: 0 for no effect and ±100 for the full control effect; nearly all actives have a fitted effect of over 80% in size
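TR-FRET (320 nm excitation; 590 and 665 nm emission) reports ADP made from 10 uM ATP by 25 nM enzyme; compounds were preincubated 10 min, reaction run 30 min, both at 37°C.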
TDP43 rescue – rescues yeast growth from TDP-43 toxicity. TDP-43 expressing yeast growth rescue, BacTiter-Glo, 24 h. Potency, µM (titrated, usually from 46.1 µM), without a hit: at the top dose growth rescue (activation), actives largely listed as activators. 1.8% of 410,000 active. AID 652104; note: potency is the fitted concentration of half-maximal effect; % of control where 0% means no effect; nearly all actives have a fitted effect of over 50% in size
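Yeast expressing TDP-43 (pregrown in raffinose, seeded at OD600=0.02 in galactose medium) exposed to compounds 24 hr at 30 deg C. Growth read by BacTiter-Glo luminescence; rescue of toxicity appears as increased signal.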
aSyn yeast inh – rescues yeast growth from alpha-synuclein toxicity. Potency, µM (highest dose often 46.1 µM), inactives show at the highest dose growth rescue (activation), hits mostly activators. 0.14% of 370,000 active. Yeast expressing alpha-synuclein, growth rescue, BacTiter-Glo, 24 h; note: potency is the fitted concentration of half-maximal effect; % of control where 0% means no effect; nearly all actives have a fitted effect of over 65% in size
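Readout is rescue of growth in alpha-synuclein-expressing yeast, so inhibitors of toxicity appear as activators. Growth after 24 hr at 30 deg C in galactose medium is quantified by luminescence.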
Numbers without * were called inactive; i = inactive; ? = inconclusive; · = no result given; [ ] = dose if it differs, or a comment. Unless noted, calls come from the whole dose curve; as a rule, active = well fitted curve in the direction sought with a large enough effect; inconclusive = small, poorly fitted or top-dose-only effect, or another doubt; inactive = no such curve, though single readings can be large; an effect the other way counts as inactive or inconclusive. An excerpt, so the mix of outcomes need not match the whole.

Each structure is followed by: Abeta yeast res, PTHR1 ag, GLP1R inv ag, FUS yeast rescue, HEK293 tox, Akt phos inh, Mm-Cpn inhibitor, TDP43 rescue, aSyn yeast inh
- CSc1ccccc1NC(=O)CN(C)CC(=O)c1[nH]c(C)c(C(C)=O)c1C
→ -6%, -15%, -3%, 30%, 20%, i, 1%, ?, -2%
- COC(=O)C1=C(c2ccc(C(C)=O)cc2)C[C@@H]2CC[C@H]1N2C(=O)NC1Cc2ccccc2C1
→ 3%, i, 19%, 34%, -9%, i, ?, 13%, 1%
- COc1nnc(-c2ccc(N3CCCCC3)c(NC(=O)c3ccc(Cl)cc3)c2)c2ccccc12
→ -23%, ?, 2%, 13%, 4%, ·, ·, -6%, ·
- O=C(Nc1cc([N+](=O)[O-])ccc1C(=O)Nc1cccnc1)c1ccccc1
→ 20%, i, -18%, 19%, ?, i, -2%, 15%, -7%
- CCC1CCC(C)N(N=O)C1 (stereo unspecified)
→ -11%, i, 16%, ·, 13%, i, ·, -13%, 0%
- Cc1cccc(-n2c(O)c(/C=N/Nc3nc4c(c(=O)n(C)c(=O)n4C)n3C)c(=O)[nH]c2=S)c1
→ 30%, -2%, 7%, ·, 71%[activator], i, -2%, ?, 5%
- O=C1C=C(N2CC2)c2ccccc2C1=O
→ -20%, i, -12%, 3%, -16%, i, ·, 2%, -1%
- O=c1[nH]c(=O)n(C2CCCCCC2)c(O)c1C=NCCCN1CCOCC1
→ 10%[9.22 µM], -2%, 1%, -26%, 5%, i, -1%, 12%, 3%
- O=[N+]([O-])c1ccc(Cl)c(Cl)c1Cl
→ -13%, i, 1%, -29%, 3%, i, -2%, 14%, -3%
- Cc1ncc(CN2CCCC(C(=O)c3cccc(OC(C)C)c3)C2)s1 (stereo unspecified)
→ 4%, -23%, 13%, -10%, -13%, i, 1%, 3%, 9%
- C[n+]1c2ccccc2nc2ccc(NCCO)cc21
→ -48%[inhibitor], i, 3%, -8%, ?, i, ?, -37%[inhibitor], -29%
- Cc1cccc(-n2c(O)c(C=Nc3ccc(Br)cn3)c(=O)[nH]c2=O)c1
→ -6%, -33%[inhibitor], 1%, 7%, 1%, i, -5%, 10%, 0%
- C=CCOc1ccc(C2C(C#N)=C(N)N(Nc3ccccc3)C3=C2C(=O)CCC3)cc1OC (stereo unspecified)
→ 4%, i, ?, ?, 104%[activator], i, 0%, 3%, 1%
- CNC(=O)OCCc1nccn1C
→ -1%, i, 0%, 1%, -4%[1.53 µM], i, 0%, -12%, -3%
- O=C(Nc1ccc(OC(F)(F)F)cc1)Oc1ccccc1N1CCOCC1
→ 8%, ?, -16%, -16%, -13%, i, -1%, -6%, -10%
- CCOc1cccc(C2NCc3ccccc3-n3cccc32)c1O (stereo unspecified)
→ 10%[9.22 µM], -18%, ?, -24%, 2%, i, -2%, 16%, 8%
- O=P(Nc1cccc(F)c1)(Oc1ccccc1F)Oc1ccccc1F
→ ?, i, 11µM*, 14%, -18%, i, 0%, 28%, 18µM*
- CCN(CC)C(=O)c1ccc(NC(=O)COC(=O)c2ccc(Cl)s2)cc1
→ 4%, -20%, 2%, 6%, 2%, i, -26%, 10%, 2%
- COc1cc(N)ccc1Cc1ccc(N)cc1OC
→ 4%, i, ?, 17%, -26%, i, -1%, -5%, -3%
- Cc1cccc(N2C(=O)/C(=C/N3CCN(C(=O)c4ccco4)CC3)C(=O)NC2=S)c1
→ 4%, i, 5%, 20%, -5%, ·, 2%, 3%, 0%

Whole records, looked up by structure. Order of values: Abeta yeast res | PTHR1 ag | GLP1R inv ag | FUS yeast rescue | HEK293 tox | Akt phos inh | Mm-Cpn inhibitor | TDP43 rescue | aSyn yeast inh
C[n+]1c2ccccc2nc2ccc(NCCO)cc21 is entered as -48%[inhibitor] | i | 3% | -8% | ? | i | ? | -37%[inhibitor] | -29%
COc1cc(N)ccc1Cc1ccc(N)cc1OC is entered as 4% | i | ? | 17% | -26% | i | -1% | -5% | -3%
O=C1C=C(N2CC2)c2ccccc2C1=O is entered as -20% | i | -12% | 3% | -16% | i | · | 2% | -1%
CSc1ccccc1NC(=O)CN(C)CC(=O)c1[nH]c(C)c(C(C)=O)c1C is entered as -6% | -15% | -3% | 30% | 20% | i | 1% | ? | -2%

Reprinted at random: three compounds from above, in no set order.
Each structure is followed by: Abeta yeast res, PTHR1 ag, GLP1R inv ag, FUS yeast rescue, HEK293 tox, Akt phos inh, Mm-Cpn inhibitor, TDP43 rescue, aSyn yeast inh
- O=P(Nc1cccc(F)c1)(Oc1ccccc1F)Oc1ccccc1F
→ ?, i, 11µM*, 14%, -18%, i, 0%, 28%, 18µM*
- O=C(Nc1ccc(OC(F)(F)F)cc1)Oc1ccccc1N1CCOCC1
→ 8%, ?, -16%, -16%, -13%, i, -1%, -6%, -10%
- C[n+]1c2ccccc2nc2ccc(NCCO)cc21
→ -48%[inhibitor], i, 3%, -8%, ?, i, ?, -37%[inhibitor], -29%

The listing continues:
Each structure is followed by: Abeta yeast res, PTHR1 ag, GLP1R inv ag, FUS yeast rescue, HEK293 tox, Akt phos inh, Mm-Cpn inhibitor, TDP43 rescue, aSyn yeast inh
- CCCCCCn1c(=O)c(C(=O)Nc2nc(CC(=O)OCC)cs2)c(O)c2ccccc21
→ -22%, -21%, 14%, -14%, 17%, i, -1%, -1%, 0%
- O=C1NCN(c2ccccc2)C12CCN(C(c1ccccc1OC(F)(F)F)c1nnnn1Cc1ccccc1)CC2 (stereo unspecified)
→ 8%, -21%, ?, 10µM*, ?, i, ·, 0%, 1%
- CC(=O)C1C2c3ccccc3O[C@@]1(C)N=c1s/c(=C/c3ccoc3)c(=O)n12 (stereo partly specified)
→ -42%[inhibitor], i, -8%, 27%, 7%, i, -1%, 28%, -5%
- S=P(Nn1cnnc1)(c1ccccc1)c1ccccc1
→ -11%, i, -3%, -23%, 6%, i, 2%, 7%, -1%
- CCOc1ccc(N2C(=O)/C(=C\c3cccs3)C(=O)NC2=S)cc1
→ -12%, -8%, 19%, ?, -12%, i, -1%, -43%[inhibitor], -75%[inhibitor]
- Cc1nc(-c2cccc(CN(C)C(=O)Oc3ccc([N+](=O)[O-])cc3)c2)no1
→ -21%, -45%[inhibitor], ?, -14%, 5%, i, ·, 13µM*, -18%
- Cc1cccc(OCc2n(CC(=O)OC3CC(C)CCC3C(C)C)c3ccccc3[n+]2C)c1 (stereo unspecified)
→ -23%, -19%, ?, 38%, ?, i, -4%, -3%, -23%
- O=C(CN1CCN(c2ccccc2)CC1)Nc1cccc(C(F)(F)F)c1
→ -15%, ?, 0%, -3%, 3%, i, -2%, -27%, 3%
- CN1C(=O)N(C)C(=O)C(CCc2ccncc2)(CCc2ccncc2)C1=O
→ -9%, i, 19%, -30%, -3%, i, 1%, 0%, -3%
- CCC1CN2CCc3cc(OC)c(OC)cc3C2CC1CC1NCCc2c1[nH]c1ccc(O)cc21 (stereo unspecified)
→ 11%, i, -71%, ·, -60%, i, ·, 9%, 4%
- CCCCCCn1c(O)c(/C=N/N2CCCCCC2)c(=O)[nH]c1=O
→ -4%, -21%, -5%, -8%, 0%, i, 0%, -2%, -7%
- COC(=O)C1(C(=O)O)Cc2cc([N+](=O)[O-])ccc2N2CCCC21 (stereo unspecified)
→ -14%, -3%, 18%, 12%, 10%, i, -1%, 3%, 3%
- Cc1ccc(C2N(c3cc(C)on3)C(=O)C3CCCN32)cc1 (stereo unspecified)
→ 0%, i, 14%, -18%, 5%, i, -1%, -5%, 8%
- Cc1cc(Br)ccc1NC(=S)Nc1cccc([N+](=O)[O-])c1
→ 5%, -54%[inhibitor], ?, ·, ?, i, 1%, 9%, -24%
- CC(C)COP(=O)(OCC(C)C)C(O)c1cccnc1 (stereo unspecified)
→ 6%, 2%, 18%, 2%, 5%[1.53 µM], i, 1%, -8%, -4%
- Cc1cc(OCC(=O)N2CCC(C(=O)NCC(C)C)CC2)c2c3c(c(=O)oc2c1)CCCC3
→ 2%, -2%, -10%, -21%, -4%, i, -7%, -2%, 11%
- COc1ccc(/C=N/Nc2ncnc3scc(-c4ccccc4)c23)cc1OC
→ -4%, -18%, -16%, 30%, ?, i, 2%, 7%, -1%
- O=C1Nc2ccc(Br)cc2C(c2ccccc2)=NC1O (stereo unspecified)
→ -12%, -4%, 3%, -21%, -9%, i, 1%, 8%, 0%
- COc1ccc(C=C2C(=O)NC(=S)NC2=O)cc1
→ -6%, i, 14%, ·, 51%[activator], i, ·, 17%, -7%
- COCCNC(=O)Cn1cc(C=C2C(=O)NC(=O)NC2=O)c2ccccc21
→ -17%, i, -4%, 34%, 16%, i, 0%, -13%, -2%
- CC(=O)Nc1cc(C(=O)N2CCC3(CC2)OCCO3)ccc1S(=O)(=O)c1ccc(Cl)cc1
→ 16%, i, 0%, 10%, 5%, i, 1%, -8%, -6%
- CC(C)(C)C(=O)N1Cc2cc(N3CCOCC3)ccc2-n2nncc2C1
→ -8%, -22%, 5%, -19%, 0%, i, ·, 21%, 1%
